High-throughput results: PubChem BioAssay, National Center for Advancing Translational Sciences (NCATS)
PI5P4Ka inh: blocks human PI5P4K alpha kinase activity; P48426; PI5P4Kalpha enzyme, ADP-Glo luminescence, 60 min; stronger effect = lower value; max response, %; 330,000 compounds, 1.2% hits; AID 652105; active = max response of -50% or lower; inconclusive = between -30% and -50%; inactive = -30% or higher; note: value at the top dose of about 77 µM; % is set by controls: 0 for no effect and ±100 for the full control effect
Target sequence (P48426 whole entry, looked up): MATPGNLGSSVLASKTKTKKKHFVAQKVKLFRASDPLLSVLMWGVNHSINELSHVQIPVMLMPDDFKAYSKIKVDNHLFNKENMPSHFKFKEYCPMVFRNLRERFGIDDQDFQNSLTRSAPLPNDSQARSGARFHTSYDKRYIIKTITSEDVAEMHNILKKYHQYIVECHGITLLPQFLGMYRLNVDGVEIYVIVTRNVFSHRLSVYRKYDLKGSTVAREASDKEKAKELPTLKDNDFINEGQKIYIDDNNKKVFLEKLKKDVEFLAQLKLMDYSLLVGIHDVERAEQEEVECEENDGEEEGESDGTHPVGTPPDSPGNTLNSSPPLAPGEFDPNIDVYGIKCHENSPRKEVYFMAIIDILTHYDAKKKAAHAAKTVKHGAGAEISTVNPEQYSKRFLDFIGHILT
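Quantitative HTS of the MLSMR library against PI5P4Kalpha with substrate. ATP added last at 5 microM final; room temperature, 60 minutes. Remaining ATP depleted, ADP converted and read as luminescence.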
EPAC1 agonist: activates human EPAC1 exchange factor. O95398. EPAC1 agonist qHTS, biochemical assay; response scale: 100% = response to 6.5 mM cAMP. Potency, µM (doses to about 154 µM), inactives show top-dose activation, usual class: activators. 360,000 compounds, 0.073% hits. AID 720707; note: potency is the fitted concentration of half-maximal effect; nearly all actives have a fitted effect of over 60% in size
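Nucleotide exchange by EPAC1 (100 nM) on Rap1B–BODIPY-GDP (250 nM) in the presence of 50 uM GDP is tracked fluorescently at 480/540 nm over 30 min. Signals are normalized to a 6.5 mM cAMP control.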
PLK1 PBD inh: PLK1 (human) polo-box domain binding inhibition. P53350. Plk1 PBD binding of FITC phosphopeptide, fluorescence polarization. Potency, µM, for inactives: max response, negative = inhibition, usual class: inhibitors. 360,000 compounds, 2.8% hits. AID 720504; note: potency is the fitted concentration of half-maximal effect; series mostly up to about 57 µM; % is set by controls: 0 for no effect and ±100 for the full control effect; nearly all actives have a fitted effect of over 65% in size
Target sequence (P53350 whole entry, looked up, the tested form may be a part): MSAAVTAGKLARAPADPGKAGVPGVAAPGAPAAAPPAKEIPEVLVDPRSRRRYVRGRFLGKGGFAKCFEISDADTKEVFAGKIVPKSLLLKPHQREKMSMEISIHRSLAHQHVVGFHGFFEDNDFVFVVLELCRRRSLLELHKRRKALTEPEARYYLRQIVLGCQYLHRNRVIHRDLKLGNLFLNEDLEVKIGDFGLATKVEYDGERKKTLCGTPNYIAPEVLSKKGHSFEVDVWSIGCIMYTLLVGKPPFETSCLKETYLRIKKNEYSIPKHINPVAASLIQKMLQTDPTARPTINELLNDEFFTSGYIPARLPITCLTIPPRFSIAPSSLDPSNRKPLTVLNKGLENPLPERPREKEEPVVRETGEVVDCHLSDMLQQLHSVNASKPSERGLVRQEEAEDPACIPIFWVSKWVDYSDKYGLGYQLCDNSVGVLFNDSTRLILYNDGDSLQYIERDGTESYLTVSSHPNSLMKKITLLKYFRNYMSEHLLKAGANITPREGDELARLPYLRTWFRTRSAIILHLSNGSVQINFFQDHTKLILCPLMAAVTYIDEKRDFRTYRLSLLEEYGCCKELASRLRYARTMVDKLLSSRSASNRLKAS
IL2 activator: activates IL-2 in a cell-based reporter assay; activation, % (series mostly up to about 46 µM); 360,000 compounds, 0.065% hits; IL-2 activation reporter assay, cell-based qHTS; stimulated with anti-CD3/CD4/CD28 beads; in transgenic mouse T cells; in the data active = activation above about 50%; inconclusive = mostly about 30% to 49%; note: 0% is about no effect
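Readout: EGFP and DsRed signals by fluorescent plate cytometry. Unstimulated transgenic mouse T cells received compound 60 min before antibody-bead stimulation, then incubated 18 h at 37 degrees C.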
FUS suppressor: FUS proteinopathy suppression in yeast. S. cerevisiae FUS-expressing, growth rescue, OD600, 24 h. Potency, µM (top dose mostly 76.6 µM), inactives show at the highest dose growth rescue (activation), hits mostly activators. 390,000 compounds, 0.24% hits;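 note: potency is the fitted concentration of half-maximal effect; plate controls were DMSO vehicle for no effect and reference control for full effect; nearly all actives have a fitted effect of over 55% in size; some results filed as inactive show a strong effect at the top dose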
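Yeast expressing FUS under galactose induction, OD 0.005 in 2% galactose medium; compounds in a dilution series, 24 h at 30C. Growth rescue by absorbance at 600 nm; CP55940 positive control, DMSO negative.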
Abeta yeast res: A-beta toxicity reversal in yeast. yeast expressing A-beta42, growth rescue, OD600, 48 h; response scale: 0% DMSO, 100% iron-clioquinol control. Potency, µM (series often up to 46.1 µM), for inactives: at the top dose growth rescue, most hits filed as activators. 410,000 compounds, 0.063% hits; note: potency is the fitted concentration of half-maximal effect; nearly all actives have a fitted effect of over 55% in size
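Growth rescue measured by 600 nm absorbance after 48 h yeast culture at 30 C with compound. Values normalized between DMSO and an equimolar ferric chloride plus clioquinol control.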
WRN inhibitor: inhibitors of human WRN helicase. WRN helicase unwinding, fluorescent forked duplex, kinetic. Potency, µM (doses to about 114 µM), for inactives: at the highest dose activity change, negative = inhibition, actives largely listed as inhibitors. 360,000 compounds, 0.46% hits; note: potency is the fitted concentration of half-maximal effect; % is set by controls: 0 for no effect and ±100 for the full control effect; nearly all actives have a fitted effect of over 55% in size
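WRN at 20 nM final preincubated with compound 15 min at room temperature; reaction started with 100 nM fluorophore/quencher forked duplex oligonucleotide and 2 mM ATP final. Unwinding followed kinetically by red fluorescence (ex 525, em 598 nm).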
EPAC1 antagonist: blocks human EPAC1 exchange factor. O95398. Potency, µM (top dose mostly 115 µM), for the others: at the highest dose activity change, negative = inhibition, hits mostly inhibitors. EPAC1 GEF assay, Rap1b-BODIPY-GDP exchange fluorescence. 360,000 compounds, 0.14% hits. AID 720709;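 note: potency is the fitted concentration of half-maximal effect; plate controls were vehicle for no effect and positive control for full effect; nearly all actives have a fitted effect of over 50% in size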
aSyn yeast inh: inhibitors of alpha-synuclein toxicity in yeast. Yeast expressing alpha-synuclein, growth rescue, BacTiter-Glo, 24 h. Potency, µM (top dose mostly 46.1 µM), for inactives: top-dose growth rescue (activation), hits mostly activators. 370,000 compounds, 0.14% hits; note: potency is the fitted concentration of half-maximal effect; % of control where 0% means no effect; nearly all actives have a fitted effect of over 65% in size
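Screening used galactose-induced yeast with toxic alpha-synuclein levels, exposed to compound for 24 hr at 30 deg C. Cell growth, read with BacTiter-Glo luminescence, gave the measured signal.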
* marks the source's active call; other numbers are inactive results; ? = inconclusive; . = no result given; & = joins results of further samples; [ ] = another dose, or the depositor's remark. Unless noted, calls come from the whole dose curve; as a rule, active = well fitted curve in the direction sought with a large enough effect; inconclusive = small, poorly fitted or top-dose-only effect, or another doubt; inactive = no such curve, though single readings can be large; an effect the other way counts as inactive or inconclusive. An unsorted share of the library; about 4.1% have a hit in one of these screens.

nr	Molecule	PI5P4Ka inh	EPAC1 agonist	PLK1 PBD inh	IL2 activator	FUS suppressor
1	CC(=O)NC(c1cccc(F)c1)c1nc(-c2cnc3ccccc3c2)cs1 (configuration not stated)	1.7	0.5%	-6.6%	0.7	18.9%
2	Cc1nc2c(S(=O)(=O)c3ccccc3)cnn2c(C)c1C	2.8	8.4%	4.0%	0.1	-7.1%
3	Cc1c(Cl)c([N+](=O)[O-])nn1CCCC(=O)Nc1cccnc1	2.3	2.7%	-11.2%	3.1	-20.8%
4	CN(C1CCCCC1)S(=O)(=O)c1cccc(C#N)c1	-1.9	-0.1%	23.8µM*	0.1	-0.2%
5	CCCCC(CC)COC(=O)c1ccc(N(C)C)cc1 (configuration not stated)	26.9	-4.6%	66.3%[activator]	2.5	-32.9%
6	CC(=O)c1cccc(NC(=O)C2CCCN(S(C)(=O)=O)C2)c1 (configuration not stated)	.	5.5%	-0.4%	-0.1	-15.8%
7	S=c1[nH]nc(-c2ccccc2Cl)n1/N=C/C=C/c1ccco1	-60.4*	0.4%	?	-3.7	4.0%
8	O=C(CN(Cc1ccc(F)cc1)S(=O)(=O)c1ccccc1)N1CCCCC1	1.9	-1.2%	-1.0%	-0.4	4.8%
9	CN1CCN(CC(O)COCCOc2ccc(Br)cc2)CC1 (configuration not stated)	-23.4	1.8%	26.7µM*	1.6	.
10	COc1ccc(N=Cc2cc(Cl)ccc2O)cc1Cl	10.9	5.1%	-8.7%	-0.7	-12.4%

nr	Abeta yeast res	WRN inhibitor	EPAC1 antagonist	aSyn yeast inh
1	-5.6%	-12.1%	-7.0%	3.4%
2	8.7%	-5.6%	14.5%	2.8%
3	5.6%	1.4%	-5.6%	-7.5%
4	-10.3%	2.1%	-10.4%	1.9%
5	-9.9%	-7.8%	-7.6%	7.9%
6	-0.8%	-3.6%	7.9%	0.1%
7	-1.2%	?	-18.5%	4.4%
8	6.2%	0.0%	16.1%	-5.1%
9	-14.8%	-13.8%	8.3%	-9.7%
10	-1.2%	2.0%	-15.9%	4.5%

(continued)
nr	Molecule	PI5P4Ka inh	EPAC1 agonist	PLK1 PBD inh	IL2 activator	FUS suppressor
11	C=CCOc1ccc(/C(O)=C2/C(=O)C(=O)N(CCCN3CCOCC3)C2c2ccccc2)cc1 (configuration not stated)	?	0.4%	2.99µM*	-0.3	43.2%
12	O=C(COC(=O)c1ccccc1Nc1ccccc1)NCc1ccccc1Cl	0.7	-5.7%	4.9%	-0.9	2.7%
13	CN(C(=O)c1ccc2c(c1)C(=O)N(CCC1=CCCCC1)C2=O)C1CCCCC1	-2.7	-10.5%	-0.8%	-3.8	42.0%
14	CCOC(=O)N1CCN(Cc2nc(CC3CC3)no2)CC1	5.1	-1.5%	-6.1%	-0.1	4.6%
15	COc1cc(/C=C2/C(=O)N(c3ccc(C)c(C)c3)N=C2C)cc([N+](=O)[O-])c1O	-11.1	1.4%	-22.7%	-0.2	-10.8%
16	O=C(NC(=S)NC1CCS(=O)(=O)C1)c1cccc([N+](=O)[O-])c1 (configuration not stated)	6.1	-14.0%	0.8%	-2.0	-0.8%
17	COc1cc2c[n+](C)c3c4ccccc4ccc3c2cc1OC	-9.6	10.8%	-7.9%	-0.5	.
18	Cc1ccc(S(=O)(=O)c2c(N)n(NC(=O)C3CC3)c3nc4ccccc4nc23)cc1	0.8	-1.2%	-2.5%	-1.6	16.3%
19	COc1ccc(CCNC(=O)C(=O)NN=C2CCCCCCC2)cc1OC	-3.7	14.2%	5.6%	-0.6	-16.5%
20	CCN(CC)C(=O)CSc1nc(N)c2c3c(sc2n1)CC(C)CC3 (configuration not stated)	14.1	0.0%	-3.7%	-0.9	43.4%

nr	Abeta yeast res	WRN inhibitor	EPAC1 antagonist	aSyn yeast inh
11	17.4%	8.5%	-7.1%	8.0%
12	16.1%	-14.2%[57.1 µM]	26.6%	5.3%
13	-0.1%	-8.9%	-25.3%	7.3%
14	-6.8%	-4.2%	-14.4%	0.1%
15	3.7%	-11.5%	27.0%	-6.1%
16	7.3%	1.6%	1.5%	-5.4%
17	-38.2%[inhibitor]	-21.9%	-16.4%	-6.4%
18	-9.8%	-6.8%	-5.4%	2.2%
19	16.6%	-2.2%	-1.2%	7.6%
20	13.3%	-22.4%	-18.4%	-0.3%

Continued:
nr	Molecule	PI5P4Ka inh	EPAC1 agonist	PLK1 PBD inh	IL2 activator	FUS suppressor
21	COC(=O)c1ccc2c(c1)C(=O)N(C1CCCCC1)C2=O	-2.5	6.3%	-14.8%	0.7	-11.2%
22	COc1ccc(C(=O)Nc2nnc(Cc3cccs3)s2)cc1OC	-1.1	-3.2%	-3.1%	0.7	6.1%
23	COc1ccc(C(=O)Nc2n[nH]c(-c3ccncc3)n2)cc1	.	7.9%	-8.4%	-1.7	2.5%
24	O=C1N=c2ccccc2=C1c1sc(=S)n(-c2ccc(O)cc2)c1O	-2.0	-1.8%	-9.9%	-0.5	5.7%
25	OCCNNC(=S)NC1CC2C=CC1C2 (configuration not stated)	2.1	9.1%	-3.2%	-4.1	-1.0%
26	O=C(c1c(F)cccc1F)N(Cc1cccs1)C1CCCC1	5.3	8.3%	-5.6%	3.3	0.7%
27	CS(=O)(=O)Cc1nc2ccccc2oc1=O	-4.9	-7.1%	1.9%	0.6	-4.6%
28	Cc1ccc(S(=O)(=O)N2C[C@@H]3[C@H]4CC[C@H](C4)[C@@H]3[C@@H](C)[C@H]2c2ccn(Cc3ccccc3)c2)cc1	3.0	-22.0%	-9.4%	-0.9	?
29	CCN(CC)S(=O)(=O)c1ccc2[nH]cc(C(=O)NCCc3ccccc3)c(=O)c2c1	-0.8	-11.0%	-4.5%	-0.7	12.1%&-17.4%
30	CCOc1cc(C2CC(=O)Nc3cc(C)c(C)cc32)ccc1O (configuration not stated)	0.5	-0.1%	1.0%	0.0	-9.4%

nr	Abeta yeast res	WRN inhibitor	EPAC1 antagonist	aSyn yeast inh
21	4.8%	5.8%	-17.6%	0.1%
22	7.7%	-25.7%[57.1 µM]	-3.4%	0.5%
23	-7.3%	-6.0%	6.8%	-5.2%
24	0.8%	-6.0%	-5.4%	-12.4%
25	-3.5%	-3.4%	1.0%	4.0%
26	15.5%	-5.2%	-21.1%	-6.9%
27	-24.7%	4.8%	2.2%	-1.9%
28	0.0%	-11.5%	-13.2%	1.2%
29	12.4%&1.5%	-7.7%	-0.6%	-1.4%
30	0.0%	1.4%	-13.5%	8.9%

(list continues)
nr	Molecule	PI5P4Ka inh	EPAC1 agonist	PLK1 PBD inh	IL2 activator	FUS suppressor
31	COC(=O)[C@@]12C[C@@H](CC(=O)NCCC(C)C)C(=O)N(Cc3ccc4c(c3)OCO4)C1=CCC(C)(C)C2	4.6	-13.4%	7.0%	-0.4	?
32	CC(NS(=O)(=O)c1cccc(S(=O)(=O)c2ccccc2)c1)C(=O)O (configuration not stated)	3.5	9.6%	-17.9%	-0.1	-11.0%
33	O=C(Nc1nc(-c2ccco2)c(-c2ccco2)s1)c1ccc(F)cc1F	-64.0*	4.7%	-11.6%	-5.8	26.1%
34	COc1cc(NC(=O)CCc2c(C)nc3nc(C)nn3c2C)cc(OC)c1	1.0	-2.2%	2.4%	2.0	11.8%
35	C/C(=N/N1CCN(c2ccccc2)CC1)c1cccc([N+](=O)[O-])c1	5.3	4.2%	-2.2%	0.9	0.6%
36	OC(c1cccc(F)c1)c1ncc(-c2ccc3ccccc3c2)[nH]1 (configuration not stated)	5.9	-23.4%	-7.1%	-0.4	-13.8%
37	CC1CCN(CC(=O)Nc2ccccc2C(=O)NC2CC2)CC1	-0.5	-5.4%	0.8%	-0.5	0.2%
38	CCOc1ccc2[nH]c(C)c(CN3CCCCC3)c(=O)c2c1	1.2	1.4%	0.2%	-0.9	-17.5%
39	CC(C)C(NC(=O)c1ccc(C(C)(C)C)cc1)C(=O)NCc1ccccn1 (configuration not stated)	0.0	7.5%	-0.4%	-0.7	-11.4%
40	CCC(C)Sc1ccc(-c2nc3cc(C)ccn3c2NC2CCCCC2)cc1 (configuration not stated)	-1.2&-2.3	-25.3%&-6.8%	1.4%&2.9%	-3.2&-0.8	?
41	CCOc1ccc(NC(=O)CN2C(=O)C3CC=CCC3C2=O)cc1 (configuration not stated)	-2.1	-3.2%	-0.5%	-0.3	8.3%
42	O=C(CCl)Nc1ccccc1C(=O)NCc1ccccc1	-0.5	4.3%	-17.8%	-0.8	0.5%
43	COc1ccc(CCNc2oc(Cc3cccc4ccccc34)nc2C#N)cc1OC	20.5	10.1%	-3.3%	-0.5	?

nr	Abeta yeast res	WRN inhibitor	EPAC1 antagonist	aSyn yeast inh
31	0.9%	-8.4%	-9.4%	3.2%
32	-3.7%	-0.5%	-12.3%	0.8%
33	-83.5%[inhibitor]	?	?	3.7%
34	20.3%	-2.6%	4.1%	1.1%
35	14.6%	2.9%	-28.6%	2.2%
36	-14.2%	-11.2%	3.6%	10.3%
37	13.6%	-5.0%	-6.7%	2.0%
38	3.8%	-7.0%	-21.5%	1.9%
39	22.0%	-2.8%	0.6%	6.3%
40	-10.4%&-72.5%	-24.1%&3.4%	-18.8%&-4.6%	-50.1%&-44.3%[inhibitor]
41	-12.3%	-0.3%	-0.6%	1.1%
42	1.7%	-5.9%	-0.7%	8.0%
43	24.5%	-7.4%	-12.3%	1.3%

Another view of some results above.
35	C/C(=N/N1CCN(c2ccccc2)CC1)c1cccc([N+](=O)[O-])c1
36	OC(c1cccc(F)c1)c1ncc(-c2ccc3ccccc3c2)[nH]1 (configuration not stated)
37	CC1CCN(CC(=O)Nc2ccccc2C(=O)NC2CC2)CC1
Screen / compound no. | 35 | 36 | 37
PI5P4Ka inh | 5.3 | 5.9 | -0.5
EPAC1 agonist | 4.2% | -23.4% | -5.4%
PLK1 PBD inh | -2.2% | -7.1% | 0.8%
IL2 activator | 0.9 | -0.4 | -0.5
FUS suppressor | 0.6% | -13.8% | 0.2%
Abeta yeast res | 14.6% | -14.2% | 13.6%
WRN inhibitor | 2.9% | -11.2% | -5.0%
EPAC1 antagonist | -28.6% | 3.6% | -6.7%
aSyn yeast inh | 2.2% | 10.3% | 2.0%
